Screening data (PubChem BioAssay)
BAP1 inh = inhibitors of BAP1 deubiquitinase, primary screen, biochemical, Ub-AMC fluorescence, kinetic | hit rate 0.48% among 72,000 | Ubiquitin carboxyl-terminal hydrolase BAP1 (Homo sapiens), Q92560 | recombinant BAP1, Ub-AMC hydrolysis fluorescence kinetic; stronger effect = lower value | AID 436, 2006 | activity remaining (% of control), % at 20 µM;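 active = activity remaining at or below 50% of control, provided the compound also passes the data quality filters; inactive = the rest, including low values that fail the filters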;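 also: 100% = DMSO wells rate and 0% = substrate alone blank rate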
Target sequence (Q92560 whole entry, looked up): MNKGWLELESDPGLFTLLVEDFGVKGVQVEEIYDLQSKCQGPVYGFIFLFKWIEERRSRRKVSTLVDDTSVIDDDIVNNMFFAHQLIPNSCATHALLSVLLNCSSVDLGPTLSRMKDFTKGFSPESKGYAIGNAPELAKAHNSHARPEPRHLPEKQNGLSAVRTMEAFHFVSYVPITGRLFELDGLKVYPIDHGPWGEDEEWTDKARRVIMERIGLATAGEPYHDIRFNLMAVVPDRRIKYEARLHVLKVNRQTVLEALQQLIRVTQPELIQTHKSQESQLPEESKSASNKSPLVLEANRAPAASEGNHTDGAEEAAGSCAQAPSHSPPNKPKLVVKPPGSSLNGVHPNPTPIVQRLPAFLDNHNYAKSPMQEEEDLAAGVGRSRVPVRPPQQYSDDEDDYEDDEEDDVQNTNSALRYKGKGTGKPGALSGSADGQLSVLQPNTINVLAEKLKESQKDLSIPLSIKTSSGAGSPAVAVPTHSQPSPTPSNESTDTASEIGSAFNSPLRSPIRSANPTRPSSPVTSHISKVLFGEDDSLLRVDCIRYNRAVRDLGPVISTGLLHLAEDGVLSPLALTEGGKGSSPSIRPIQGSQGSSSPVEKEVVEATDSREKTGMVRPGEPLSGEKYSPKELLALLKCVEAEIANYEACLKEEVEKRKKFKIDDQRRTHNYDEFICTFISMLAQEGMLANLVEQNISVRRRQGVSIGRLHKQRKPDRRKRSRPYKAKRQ
HePTP inh = inhibitors of human HePTP phosphatase, primary screen, biochemical, absorbance, leukemia target; inhibition, % at 20 µM; hit rate 0.64% among 110,000; Tyrosine-protein phosphatase non-receptor type 7 (Homo sapiens), P35236; recombinant HePTP phosphatase activity, OD absorbance; AID 521, 2006; in the data active = inhibition above about 50%;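 also: plate controls were vehicle for no effect and reference inhibitor for full effect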
Active calls of the source: *; · = no result given; & = joins results of further samples.

Structure,BAP1 inh,HePTP inh
CCC1CCc2c(sc(NC(=O)c3c(Cl)cccc3Cl)c2C(N)=O)C1 (stereo not drawn),·,3
CCCc1cc(=O)oc2cc(Oc3ncccn3)ccc12,·,8
COC(=O)c1ccccc1NC(=O)COc1ccc(Cl)cc1C,·,-3
COc1ccc(C2(CNC(=O)C(c3ccccc3)c3ccccc3)CCOCC2)cc1OC,·,-9
COc1ccccc1NC(=O)C1=C(C)Nc2nc(-c3cccs3)nn2C1c1cccc(O)c1 (stereo not drawn),103,18
Cc1cccc(NC(=O)C(=O)NCCC(C)C)c1,·,-15
CCOc1ccc(C2C=C(c3ccc(C)cc3)Nc3ncnn32)cc1 (stereo not drawn),482,-1
O=C(Nc1ccc(Br)cc1F)c1ccc2c(c1)N(Cc1ccccc1)C(=O)CS2=O (stereo not drawn),106,-4
CCOC(=O)c1c(C)nc(C)nc1NC(=O)c1ccccc1,·,-3
Cn1c(N2C(=O)CC(Cc3ccccc3)C2=O)nc2ccccc21 (stereo not drawn),·,10
O=C(CN1C(=O)c2cccc3cccc1c23)NCc1cccnc1,97,7
COc1ccc(CNS(=O)(=O)c2ccc(NC(C)=O)cc2)cc1,·,8
Cc1ccc(C)c(COc2cc3oc(=O)c4c(c3cc2Cl)CCC4)c1,·,5
Oc1ccccc1C=Nc1ccccc1N=Cc1c(O)ccc2ccccc12,·,-1
O=C(CNS(=O)(=O)c1cccc(C(F)(F)F)c1)Nc1ccccc1F,73,6

Structure,BAP1 inh,HePTP inh
COC(=O)c1ccc(C(=O)Nc2nc3ccc4ccccc4c3s2)cc1,172,·
O=Cc1ccc2c3c(onc13)-c1ccccc1C2=O,·,-8
COc1cccc(NC(=O)C(=O)NCc2ccccn2)c1,·,11
O=C(c1ccc(-c2ccccc2)cc1)N1CCCC1,99,-6
CC1(C)CC(=O)C(C=Nc2ccncc2)=C(O)C1,104,-2
COc1ccc(Cl)cc1NS(=O)(=O)c1ccc(F)cc1,·,-20
Clc1ccccc1C=Nc1ccc2c(c1)OCCO2,89,·
CC(C)NC(=O)COc1ccc(/C=N/NS(=O)(=O)c2ccccc2)cc1,·,2
CCc1ccc(OCC(=O)Nc2ccc(-c3nc4ccccc4s3)c(O)c2)cc1,·,5
O=C(Nc1c2c(nn1-c1ccc(Cl)cc1)CSC2)c1ccc(Cl)cc1,69,·
O=C1N/C(=N/N=C/c2cccs2)SC1Cc1ccc(F)cc1 (stereo not drawn),·,-16
COc1ccccc1C(=O)N1CCN(C(=O)c2ccncc2)CC1,99,-2
O=C(/C=C/c1ccc(F)cc1)N1CCN(c2cccc(Cl)c2)CC1,·,104*
CC(C)Cn1c(=O)c(C(=O)NCc2ccccn2)c(O)c2ccccc21,·,-10
COc1cccc(NS(=O)(=O)c2ccc(Br)s2)c1,94,1

Structure,BAP1 inh,HePTP inh
COc1ccccc1-c1nnc(SCC(=O)Nc2nc(-c3ccccc3)cs2)n1C,93,-6
COc1ccc(OC)c(NC(=O)CCCN2C(=O)C3C4C=CC(C4)C3C2=O)c1 (stereo not drawn),108,-1
CC(C)[C@H](NC(=O)Nc1ccc(Oc2ccccc2)cc1)C(=O)O,101,6
N#CCCOCc1cccc2ccccc12,·,-11
COc1ccccc1OCCNC(=O)c1ccccc1C,91,-6
COCCCN1C(=O)C(=O)/C(=C(/O)c2ccc3c(c2)CC(C)O3)C1c1cccnc1 (stereo not drawn),94,9
COCCNc1nc2c(c(=O)n(Cc3ccc(OC)cc3)c(=O)n2C)n1C,86,7
Cc1cc(=O)[nH]c(SC(C(=O)c2ccccc2)c2ccccc2)n1 (stereo not drawn),·,8
CC(NS(=O)(=O)N(C)C)c1ccc(-c2ccccc2)cc1 (stereo not drawn),·,0
CC(C)C(C)(C#N)NC(=O)CSc1nnc(-c2ccncc2)n1Cc1ccccc1 (stereo not drawn),99,-10
COCCNCC#CCOc1ccc(OC)cc1,94,-9
COc1ccc(CC(=O)Nc2ccc(-c3noc(COc4ccccc4C)n3)cc2)cc1,·,14
CCC(=O)Nc1ccc(N2CCN(C(C)=O)CC2)cc1,·,4
CCc1cccc(NC(=O)c2ccc(Br)o2)c1,102,8&1
Brc1ccc(/C=N/N2CCN(c3ccccc3)CC2)s1,·,7

Reformatted as labelled records: 3 of the compounds above
Cc1cc(=O)[nH]c(SC(C(=O)c2ccccc2)c2ccccc2)n1 (stereo not drawn)
  BAP1 inh = ·
  HePTP inh = 8
COc1ccccc1-c1nnc(SCC(=O)Nc2nc(-c3ccccc3)cs2)n1C
  BAP1 inh = 93
  HePTP inh = -6
CCc1cccc(NC(=O)c2ccc(Br)o2)c1
  BAP1 inh = 102
  HePTP inh = 8&1

Carrying on.
Structure,BAP1 inh,HePTP inh
COc1ccc(/C=C2\C(=O)NC(=S)N(c3cccc(Br)c3)C2=O)c(OC)c1,·,5
Nc1nc(SCc2ccc(Cl)cc2Cl)n[nH]1,111,10
Brc1ccc2ncnc(NCCc3ccccc3)c2c1,·,10
O=C(/C=C/Nc1cccc(Cl)c1Cl)c1ccccc1,·,-19
Brc1cccc(/C=N\N2CCN(c3ccccc3)CC2)c1,·,1
O=C1N/C(=N/N=C/c2ccco2)SC1Cc1ccc(Cl)cc1Cl (stereo not drawn),·,-8
CC(=O)c1c(C)[nH]c(C(=O)N2CCN(c3ncccn3)CC2)c1C,96,0
CCCN(CCC)c1nc2ccccc2n2c(C)nnc12,80,7
COc1ccccc1/C=C1/SC(=O)N(CNc2cccc([N+](=O)[O-])c2)C1=O,·,4
O=C(Oc1cccc(C(=O)N2CCOCC2)c1)c1ccc(Br)cc1,103,4
Cc1nc(SCC(=O)C2CC2)c(C#N)c(C)c1C,·,4
C=Cn1cccc1-c1cccs1,117,·
COC(=O)c1sc(NC(=O)C(C)C)c(C(=O)OC)c1C,·,9
O=C(c1cccc(F)c1)N1CCc2ccccc21,91,9
COc1cccc(-c2cc(C(=O)Nc3cnn(Cc4ccccc4C)c3)no2)c1,480,6

Random excerpt: 5 entries already listed, in no set order.
Structure,BAP1 inh,HePTP inh
Nc1nc(SCc2ccc(Cl)cc2Cl)n[nH]1,111,10
COc1cccc(-c2cc(C(=O)Nc3cnn(Cc4ccccc4C)c3)no2)c1,480,6
C=Cn1cccc1-c1cccs1,117,·
CCCN(CCC)c1nc2ccccc2n2c(C)nnc12,80,7
COc1ccccc1/C=C1/SC(=O)N(CNc2cccc([N+](=O)[O-])c2)C1=O,·,4

Going on with the list.
Structure,BAP1 inh,HePTP inh
COc1ccc(NC(=O)CSc2nccn2-c2ccccc2)c(OC)c1,93,-13
COc1ccc(S(=O)(=O)N(CC(=O)Nc2ccc(Cl)cc2)c2ccc(C)cc2)cc1OC,117,·
CCCCNC(=O)OC(C)CNC(=O)Oc1cccc(C)c1 (stereo not drawn),102,8
CCOC(=O)CNC(=O)Nc1ccccc1C(=O)OC,63,8
O=C1c2ccccc2NC(c2c(Cl)cccc2Cl)N1Cc1ccccc1 (stereo not drawn),·,-5
CC(C)(C)c1ccc(S(=O)(=O)Nc2ccc(O)c(Cl)c2)cc1,·,6
CCOC(=O)c1ccccc1OCc1cc(/C=N/n2cncn2)ccc1OC,145,-1
C=CCn1c(SCC(=O)c2ccccc2)nc(O)cc1=O,·,-6
CCN1C(=O)c2ccccc2S(=O)c2ccc(C(=O)N3CCCCCC3)cc21 (stereo not drawn),85,8
CC(=O)c1cccc(NC(=O)/C(=C/c2ccc(Br)cc2)NC(=O)c2ccccc2)c1,·,2
O=C(O)C1(c2cccc(Cl)c2)CCC1,94,7
CC(=O)Nc1ccc(S(=O)(=O)NC(CC(=O)O)c2ccccc2)cc1 (stereo not drawn),·,5
O=C(CCN1C(=O)/C(=C/c2ccc(Cl)cc2)SC1=S)Nc1cccc(O)c1,·,-7
O=[N+]([O-])c1cnc(Nc2cccc3nsnc23)c([N+](=O)[O-])c1,·,3
COc1ccc2nc(SCC(=O)NCc3ccccc3)[nH]c2c1,·,-5

Structure,BAP1 inh,HePTP inh
CCN1CCN(CCCNc2ncnc3nc[nH]c23)CC1,86,1
COc1ccccc1NC(=O)CSc1ccc(Cl)cc1Cl,·,6
CC(C)Oc1ccc(/C(O)=C2/C(=O)C(=O)N(CCN(C)C)C2c2ccco2)cc1 (stereo not drawn),102,9
Cc1noc(NS(=O)(=O)c2ccc(NC(=O)CCC3CCCCC3)cc2)c1C,75,8
C=CCn1cc(C)c(=O)n(CC=C)c1=O,178,4
O=C(Nc1cccc2ccccc12)C1CC2CCC1C2 (stereo not drawn),·,7
CC1CC(C)CN(S(=O)(=O)c2ccc3c(c2)oc(=O)n3CC(=O)N2CCOCC2)C1 (stereo not drawn),95,5
O=C1CSC(c2cn(-c3ccccc3)nc2-c2ccc(Cl)cc2)N1Cc1ccccc1 (stereo not drawn),·,-13
O=C(COc1ccccc1Cl)Nc1cccc(NC(=O)c2cccc(Cl)c2)c1,·,8
CCCn1c2ccccc2c2cc(C(=O)O)ccc21,83,4
O=C(NC(=S)Nc1ccc(N2CCOCC2)cc1)c1ccco1,·,7
CCC(C(=O)Nc1cc(C(=O)OC)ccc1C(=O)OC)c1ccccc1 (stereo not drawn),·,-16
O=C(Cc1nc2ccccc2[nH]c1=O)Nc1cccc(C(F)(F)F)c1,·,2
CCN1C(=O)/C(=C\c2ccc(OC(=O)c3cccs3)c(OC)c2)SC1=S,·,-11
Cc1cc(NCCCN2CCOCC2)n2nc(C)c(-c3ccc(F)cc3)c2n1,88,-7

Structure,BAP1 inh,HePTP inh
COC(=O)CC1(O)c2ccccc2C(=O)N1Cc1ccccc1 (stereo not drawn),121,·
C=CCN(CC=C)C(=O)c1cc(Cl)ccc1[N+](=O)[O-],·,2
COC(=O)c1ccc(C(=O)OC)c(NC(=O)c2ccc(C)c([N+](=O)[O-])c2)c1,·,-10
CC1(C)Cc2c(sc3c2c(=O)n(Cc2ccccc2)c2nncn32)CO1,102,9
O=C(Nc1ccc2c(c1)Cc1ccccc1-2)c1cc(Br)ccc1Cl,·,-4
O=C1CN2C(=Nc3ccc(Cl)cc3C2c2ccccc2)CN1 (stereo not drawn),111,3
O=C(Nc1nc(-c2ccc(Cl)cc2)cs1)C1CC2CCC1C2 (stereo not drawn),·,8
Cc1cccc(OCC(=O)Nc2ccc3c(c2)-c2ccccc2C3)c1,·,-12
CCOc1ccccc1C1CC(=O)NC(SC)=C1C#N (stereo not drawn),·,3
COCCCNC(=O)CN(c1ccc(C)c(Cl)c1)S(C)(=O)=O,·,-16
COc1ccccc1-n1c(SCC(=O)NC2CCCCC2)nc2c(c1=O)SCC2,89,-3
Cc1cc2c(c(=O)n1CCN(C)C)C(c1ccncc1)C(C#N)=C(N)O2 (stereo not drawn),100,2
O=C(CCS(=O)(=O)Cc1ccccc1)NC1CCCCC1,·,10
O=C(C(c1ccccc1)c1ccccc1)N1CCN(CC(O)COc2ccccc2)CC1 (stereo not drawn),86,13
COc1ccc(C(OC(=O)c2ccco2)C(=O)NCC2CCCO2)cc1 (stereo not drawn),101,2

Structure,BAP1 inh,HePTP inh
COc1ccc(C2c3sc(=O)[nH]c3SC3C4CCC(C4)C23)cc1 (stereo not drawn),·,-12
CCCCOc1ccc(C2C(N3C(=O)c4ccccc4C3=O)C(=O)N2c2ccc(C)cc2)cc1 (stereo not drawn),54,·
O=C1N/C(=N\N=C\c2ccccc2)S/C1=C\c1ccccc1,·,2
Cn1ncc2c1ncn1nc(CCc3ccccc3)nc21,96,-1
O=C1CC(Nc2ccc(N3CCOCC3)cc2)C(=O)N1c1cccc(C(F)(F)F)c1 (stereo not drawn),85,-2
COc1ccccc1CNC(=O)CN(c1ccc(Cl)cc1)S(C)(=O)=O,·,-5
Cc1ccc(C(=O)N/C(=C/c2cccnc2)C(=O)N2CCCC2)cc1,·,4
CCn1c(=O)c2c(nc(SCc3ccccn3)n2C)n(C)c1=O,104,8
CN(C)c1cccc(C(=O)Nc2ccccc2F)c1,·,0
O=C(Nc1ccccc1Cl)C1CN(S(=O)(=O)c2ccccc2)CCN1S(=O)(=O)c1ccccc1 (stereo not drawn),·,-8
COc1nc(N2C(C)CCCC2C)nc(N2C(C)CCCC2C)n1 (stereo not drawn),·,-12
O=C(Cc1cn2ccsc2n1)Nc1nc2c(s1)CCCC2,92,6
COC(=O)C1=C(C)NC(=S)NC1c1ccc(Cl)cc1 (stereo not drawn),·,10
COc1ccc2[nH]c(C)c(C(=O)CN3CCOCC3)c2c1,95,8
Cc1ccc(C)c(N2CCN(CCCNC(=O)Cn3cc4c(n3)CCCCC4)CC2)c1,90,10
CCc1c(C)sc(NC(=O)c2cc(-c3cc(OC)ccc3OC)on2)c1C#N,115,9
